Source: PubChem
NALP1 inh: NALP1 inhibition | S. cerevisiae NALP1/ASC/caspase-1 growth, X-gal OD620, 72 h | inhibition, % at 10 µM | AID 2071 | actives 0.61% (n = 280,000); in the data active = inhibition mostly above about 24%, no sharp cut-off; inactive = mostly below about 32%; also: some compounds called inactive have numbers as strong as hits
OXTR agonist: agonists of human oxytocin receptor | CHO-OTR cells, Fluo-8 calcium fluorescence; normalized: DMSO 0%, oxytocin 100% | activation, % at 3 µM | actives 0.32% (n = 320,000);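 active = activation above the mean of all tested compounds plus 3 SD, cutoff set per screening run, cut at about 20% in these data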;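 also: peak over basal fluorescence ratio from a 100 s FLIPR kinetic read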
Target sequence (P30559 whole entry, looked up): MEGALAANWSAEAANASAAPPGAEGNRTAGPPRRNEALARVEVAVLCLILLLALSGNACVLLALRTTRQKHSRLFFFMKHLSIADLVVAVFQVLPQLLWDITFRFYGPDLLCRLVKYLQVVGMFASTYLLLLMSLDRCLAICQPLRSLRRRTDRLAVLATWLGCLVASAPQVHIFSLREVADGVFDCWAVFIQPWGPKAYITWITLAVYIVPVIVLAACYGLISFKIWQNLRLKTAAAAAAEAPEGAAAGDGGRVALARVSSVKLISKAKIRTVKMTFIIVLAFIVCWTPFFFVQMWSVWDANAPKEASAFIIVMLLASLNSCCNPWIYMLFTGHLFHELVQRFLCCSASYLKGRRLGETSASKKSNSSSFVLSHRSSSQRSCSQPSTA
GPR7 antagonist: human neuropeptides B/W receptor 1 antagonism | AID 1861 | inhibition, % at 4.4 µM | actives 1.1% (n = 290,000) | P48145 | GPR7-expressing cells, fluorescence antagonist assay; in the data active = inhibition above about 16%, passing the limit was not always enough;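 also: cells stimulated with the agonist NPW; 0% = agonist with vehicle and 100% = vehicle without agonist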
PHOSPHO1 block: inhibitors of human PHOSPHO1 phosphatase; Q8TCT1; recombinant PHOSPHO1, absorbance phosphatase assay; inhibition, % at 13.3 µM; actives 1.1% (n = 290,000); AID 1565; in the data active = inhibition above about 60%
Target sequence (Q8TCT1 whole entry, looked up): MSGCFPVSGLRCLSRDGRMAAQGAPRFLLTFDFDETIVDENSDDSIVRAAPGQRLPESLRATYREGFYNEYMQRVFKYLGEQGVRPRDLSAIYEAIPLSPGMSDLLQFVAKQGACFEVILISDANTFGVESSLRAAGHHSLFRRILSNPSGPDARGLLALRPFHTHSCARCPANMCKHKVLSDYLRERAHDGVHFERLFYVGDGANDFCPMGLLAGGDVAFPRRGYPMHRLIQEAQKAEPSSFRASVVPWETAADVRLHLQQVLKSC
MEKK2 mut-MEK5: signal of MEK5 binding to mutant human MEKK2 PB1 domain. bead flow cytometry, Alexa488-MEK5 binding to MEKK2 mutant. percent response, % at 10 µM. actives 0.35% (n = 290,000). AID 1530; in the data active = percent response above about 24%, passing the limit was not always enough; also: inactives centre near 1; some results filed as inactive read as strong as hits; reference of the scale not given here
V1R ag counter: counter-screen for oxytocin receptor agonists: human V1a receptor agonists | activation, % at 3 µM | actives 0.25% (n = 320,000) | CHO-V1R cells, Fluo-8 calcium fluorescence, agonist mode; 0% DMSO, 100% 3 nM vasopressin | P37288 | AID 2797;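 active = activation above the mean activation of all tested compounds plus 3 SD, per screening run, cut at about 20% in these data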;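 also: signal is peak over basal fluorescence ratio across a 100 second FLIPR read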
GalR3 antag: antagonists of human GalR3. O60755. HEK293 GalR3-CNG cAMP membrane potential fluorescence; galR3 body fused to GalR1 C-terminus. inhibition, % at 3 µM. actives 0.44% (n = 360,000);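 active = inhibition above the screen-wide average plus 3 SD, cut at about 13% in these data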;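 also: forskolin and galanin both at EC90 stimulate the cells; cAMP rise reported by CNG channel membrane potential dye signal; 0% = forskolin plus galanin with DMSO and 100% = forskolin alone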
Target sequence (O60755 1-299 limits assumed): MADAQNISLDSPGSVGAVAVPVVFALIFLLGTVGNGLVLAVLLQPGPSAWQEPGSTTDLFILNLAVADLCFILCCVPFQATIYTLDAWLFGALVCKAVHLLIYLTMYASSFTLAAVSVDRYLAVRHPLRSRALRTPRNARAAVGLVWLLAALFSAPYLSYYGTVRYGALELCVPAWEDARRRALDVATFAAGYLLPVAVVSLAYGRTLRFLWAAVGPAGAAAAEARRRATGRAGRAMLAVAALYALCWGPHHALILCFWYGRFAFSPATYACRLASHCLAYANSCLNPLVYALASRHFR
MEKK2 WT-MEK5: raises or lowers MEK5 binding to wildtype human MEKK2 PB1 domain | Q9Y2U5 | bead flow cytometry, Alexa488-MEK5 binding to MEKK2 WT; actives lie on both sides | binding response (% of control), % at 10 µM | actives 1.1% (n = 290,000) | AID 1531; in the data active = binding response below about 67% or above about 130%
MEKK3 PB1 HTS: raises or lowers MEK5 binding to the human MEKK3 PB1 domain; bead-based flow cytometry, Alexa488-MEK5 binding to MEKK3; actives lie on both sides; 0 = blocked by unlabeled MEK5, 100 = vehicle; binding response (% of control), % at 10 µM; actives 1.4% (n = 290,000);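 active = binding response more than 3 SD above or below the average of its plate-row segment, actives on both sides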;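 also: Alexa488 bead fluorescence after subtracting the streptavidin-only scavenger bead signal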
* hit, by the source's call; . = not tested or not shown.

SMILES	NALP1 inh	OXTR agonist	GPR7 antagonist	PHOSPHO1 block	MEKK2 mut-MEK5	V1R ag counter	GalR3 antag	MEKK2 WT-MEK5	MEKK3 PB1 HTS
CC(=O)C1(C)N(O)C(C)(C)C(c2ccco2)=[N+]1[O-] (configuration not stated)	-11	1.1	-10	12	-6	0.3	-6	94	96
O=C1NC(=O)/C(=C/c2ccc(-c3cc(C(=O)O)ccc3Cl)o2)S1	-2	-0.5	2	-11	1	14	-5	104	105
C[C@@H]1C=CC(=O)O[C@@H]1c1ccc(C(F)(F)F)cc1	6	-0.1	-4	-6	-6	-0.9	.	96	98
COc1ccc(-c2csc(/C(C#N)=C\c3ccc(O)c([N+](=O)[O-])c3)n2)cc1OC	8	1.3	-7	10	-5	0.0	-3	89	104
COc1ccc([N+](=O)[O-])cc1N(CC(=O)NC1CCCCC1)S(C)(=O)=O	10	0.6	-11	48	3	1.1	0	108	102
O=c1[nH]ncc2c3ccccc3n(Cc3cccc(Cl)c3)c12	10	-1.6	-8	-8	-1	-0.4	-2	102	105
CCn1c(CSc2nc(C)cc(C)n2)nnc1SCC(=O)N1CCCc2ccccc21	17	-0.3	2	-46	1	-0.6	0	100	101
COc1ccc(OC)c(S(=O)(=O)N2CCC(C(=O)NCCc3ccc(OC)c(OC)c3)CC2)c1	35	0.7	-8	7	13	0.5	-3	108	110
CC1CCC(NC(=O)c2nn(C)c3c2CSc2ccccc2-3)CC1 (configuration not stated)	-5	-0.8	-9	22	0	-0.8	-1	96	101
Cc1ccc(C(=O)Cn2nnc(-c3ccccc3)n2)cc1	9	-1.4	-8	24	-24	-0.2	-2	83	89
CCOc1ccc(/C=N/Nc2ccccn2)cc1OC	-4	-0.8	-5	8	-1	-0.7	-1	99	96
O=C(Nc1ccc(S(=O)(=O)Nc2ncccn2)cc1)c1ccccc1NS(=O)(=O)c1ccc(Cl)cc1	.	-0.5	4	25	-6	0.3	-3	101	104
COc1cccc(Nc2c(F)c(OC)c(F)c(F)c2C(=O)O)c1	12	-0.3	-8	21	4	0.7	3	102	101
C=C(C)c1cccc(C(C)(C)NC(=O)Nc2cc(C)ccc2OC)c1	18	-1.9	-16	11	-2	-1.8	-3	95	97
O=C(C(=O)N1CCc2ccccc2C1)c1cn(CC(=O)N2CCCC2)c2ccccc12	30	0.6	-12	-12	2	0.5	-12	110	131*
CC(=O)N1c2ccc(S(=O)(=O)N3CCC(C(=O)N4CCN(c5ccccc5)CC4)CC3)cc2CC1C (configuration not stated)	2	5.6	-7	21	1	12	0	102	99
CCn1c(O)c(C=Nc2ccccc2)n(-c2ccccc2)c1=S	20	-1.3	-6	35	-1	0.5	-4	96	99
COc1ccc(-c2nc3cc(C)ccn3c2NC(=O)c2c(F)cccc2Cl)cc1	5	-1.2	0	38	11	2.1	-9	109	109
Nc1c(C=C2C=CC(=O)C=C2)c(=O)nc2sc(CC(=O)N3CCCCC3)nn12	0	1.0	-1	18	8	1.0	1	97	100
CCOC(=O)Nc1cccc(OCC(=O)Nc2ccccc2OC)c1	.	-2.6	-3	.	3	-0.3	-4	95	112
COc1cc(SC)ccc1C(=O)Nc1ccc(Cl)cn1	6	-1.7	1	8	-7	-0.8	-4	92	94
COC(=O)c1ccccc1NC(=O)CSc1ncccn1	.	-1.4	-14	36	-5	0.2	-4	91	92
CCOC(=O)N1CCC(NC(=O)c2ccc3c(c2)N=C(CC)c2cc(C)ccc2S3)CC1	14	-2.6	3	15	0	0.7	-9	101	102
O=C1C2C3C=CC(CC3)C2C(=O)N1c1nccs1 (configuration not stated)	33	-0.2	-16	-21	0	0.1	-2	110	110
COc1cccc(-n2nnc3c(=O)n(Cc4cccc(C)c4)cnc32)c1	.	-0.4	.	8	12	1.9	6	109	109
O=c1c2c3c(sc2nc2sc(CN4CCOCC4)cn12)CCCC3	9	.	4	27	10	.	0	103	101
CSc1nnc([C@H](C)NC(=O)OC(C)(C)C)o1	12	0.3	-3	12	5	-0.2	-4	101	101
CCOc1ccc2nc(NC(=O)COC)sc2c1	8	0.2	-5	1	2	1.8	-4	113	112
C=CCNC1=C(Cl)C(=O)c2ccccc2C1=O	34	-2.1	-2	-5	-2	-1.7	4	69	71
Cc1ccc(S(=O)(=O)N2CCN(Cc3ccco3)CC2)cc1C	30	-0.9	-1	26	-9	-0.3	6	89	95
C=CCn1c(SCC(=O)N2CCOCC2)nc2scc(-c3ccco3)c2c1=O	15	-1.9	-9	31	-8	-1.2	.	91	95
CN(C)c1cc[n+](CC(=O)Nc2ccc(Cl)c([N+](=O)[O-])c2)cc1	18	1.2	-5	14	11	0.4	-3	109	100
CC(C)=CC(=O)OCC(=O)Nc1cc([N+](=O)[O-])ccc1F	32	-0.2	2	2	-12	1.6	1	95	99
S=c1[nH]nc(Cc2cccc3ccccc23)o1	15	1.6	-6	-2	-2	0.6	1	94	96
Cc1ccccc1S(=O)(=O)Cc1ccc(C(=O)NCCCN2CCN(C)CC2)o1	-23	0.5	-9	21	-2	0.6	-3	99	101
COc1ccccc1CNC(=O)C1CCCN(S(=O)(=O)c2ccc3c(c2)CC(C)N3C(C)=O)C1 (configuration not stated)	-1	3.0	-22	48	1	5.2	-6	99	97
CCN(CC)S(=O)(=O)c1ccc(C(=O)Nc2cccc(C)c2)cc1	28	-0.2	1	-4	0	1.9	-4	100	100
Cc1ccc2[nH]c(=O)c(C3=NN(C(=O)CCC(=O)O)C(c4cccs4)C3)c(-c3ccccc3)c2c1 (configuration not stated)	37	-0.6	-9	2	0	1.0	-3	102	133*
COc1cc2c(cc1OC)C(c1ccc([N+](=O)[O-])cc1)NCC2 (configuration not stated)	20	-1.1	-12	3	1	-1.3	6	103	102
CCC(=O)Nc1ccc(NC(=O)CSc2nc3cc4c(cc3cc2C)CCC4)cc1	19	-0.5	6	34	-1	0.3	-1	94	93
CCOC(=O)c1c(C)n(C)c2c1cc(OC(C)=O)c1ccccc12	-9	-0.5	-4	19	3	-0.5	-9	108	108
Cc1[nH]c(C)c(S(=O)(=O)NCc2ccc(F)cc2)c1C(=O)N1CCCC1	16	0.0	3	34	-4	1.7	-1	99	100
COCCNC(=O)c1cc(-c2ccc(-c3ccccc3)cc2)nc2ccccc12	5	1.3	8	4	-3	0.9	-2	95	99
CSc1ccccc1OCc1cc(C(=O)NCc2cnc(C)cn2)no1	14	-0.9	0	18	4	-0.1	-4	106	101
COC(=O)Cc1ccc(NC(=S)NCc2ccccc2Cl)cc1	17	2.9	5	-9	11	6.4	-6	114	98

Individual results from the list:
CCC(=O)Nc1ccc(NC(=O)CSc2nc3cc4c(cc3cc2C)CCC4)cc1 | MEKK2 mut-MEK5: -1
Cc1ccccc1S(=O)(=O)Cc1ccc(C(=O)NCCCN2CCN(C)CC2)o1 | GPR7 antagonist: -9
CN(C)c1cc[n+](CC(=O)Nc2ccc(Cl)c([N+](=O)[O-])c2)cc1 | PHOSPHO1 block: 14
CCOC(=O)c1c(C)n(C)c2c1cc(OC(C)=O)c1ccccc12 | GPR7 antagonist: -4
Cc1ccc2[nH]c(=O)c(C3=NN(C(=O)CCC(=O)O)C(c4cccs4)C3)c(-c3ccccc3)c2c1 (configuration not stated) | MEKK3 PB1 HTS: 133*

Other structures:
SMILES	NALP1 inh	OXTR agonist	GPR7 antagonist	PHOSPHO1 block	MEKK2 mut-MEK5	V1R ag counter	GalR3 antag	MEKK2 WT-MEK5	MEKK3 PB1 HTS
O=C(Nc1ccc(S(=O)(=O)N2CCc3ccccc32)cc1)c1ccc2c(c1)OCO2	37	4.3	-2	21	6	3.9	-7	109	104
CCCCN1CCc2[nH]c(=S)[nH]c(=O)c2C1	-7	-0.8	-9	-15	13	0.1	-10	120	107
CCN1CCN(CCCNC(=O)C(=O)c2c(C)[nH]c3ccccc23)CC1	14	0.8	-5	-14	10	0.9	-1	102	101
Cc1onc(-c2ccccc2Cl)c1C(=O)N1CCN(S(=O)(=O)c2ccc(F)c(F)c2)CC1	15	-0.1	-2	1	0	3.3	-2	96	100
CCC(C(=O)O)P(=O)(c1ccc(Cl)cc1)c1ccc(Cl)cc1 (configuration not stated)	5	-0.7	-9	2	-10	1.1	-5	97	99
O=C(CC1C(=O)NCCN1Cc1ccccc1F)NC1CCCCCC1 (configuration not stated)	9	0.1	11	23	4	1.1	0	100	102
COCCn1c(SCC(=O)N2CCCc3ccccc32)nc2c(c1=O)SC(C)C2 (configuration not stated)	27	-1.4	-8	-6	10	-0.7	.	111	109
Cc1nn(CC(=O)N2CCN(C)CC2)c(=O)c2ccccc12	-5	0.4	-5	36	-43	2.4	-2	97	98
C[C@H](NC(=O)c1nc[nH]c1C(=O)N[C@H](C)c1ccccc1)C(=O)OCc1ccccc1	.	-1.8	.	-18	-1	-0.7	-5	78	91
Cc1cccc(/C=N/NC(=O)c2ccc(NC(=O)c3ccc(F)cc3)cc2)n1	8	-0.6	-7	40	0	1.0	-7	102	104
Cc1nc(-c2cc(-c3ccc(Cl)cc3)no2)cs1	15	0.5	-13	9	-4	1.1	-6	96	94
Cc1ccc(-c2nn(CCC(=O)O)cc2CCC(=O)O)cc1	-12	0.5	-7	-14	10	0.0	-1	108	103
CCN(C(=O)c1ccc2c(=O)n3c(nc2c1)CCCCC3)c1ccccc1C	-6	0.9	0	28	0	0.3	-9	103	100
COc1ccc(-c2nc3n(c(=O)c2C#N)CCCS3)cc1	-3	0.7	4	-21	6	0.3	-3	99	98
O=C(CSc1nnc(CNC(=O)c2ccccc2)o1)NCC1CCCO1 (configuration not stated)	7	1.2	-12	-21	8	1.0	1	106	102
CC(C)c1nnc(NC(=O)CCC(=O)Nc2ccc(F)cc2)s1	25	1.8	-4	14	5	0.1	-1	103	101
CCN(CC)S(=O)(=O)c1cccc(C(=O)OCc2cc(=O)n3nc(C)sc3n2)c1	3	0.2	0	8	1	0.5	-3	89	95
O=C(CN1CCN(c2ccc([N+](=O)[O-])cc2)CC1)Nc1ccccn1	2	2.2	12	-7	-1	4.2	-5	98	98
O=C(NCc1ccc2c3c(cccc13)C(=O)N2)c1cccs1	.	.	-6	12	20	.	-3	118	126
CCO[C@H]1OC(C(=O)Nc2ccccc2)=C[C@@H](c2coc3ccccc3c2=O)[C@@H]1CCCO	2	-0.8	-11	28	4	-0.3	-3	103	103
O=C(CN1C(=O)C2(OCCCO2)c2ccccc21)NCCc1ccccc1	9	-0.8	7	20	3	-0.5	-3	102	99
CC(C)c1ccc(/C=N/NC(=O)CCNC(=O)c2ccccc2)cc1	15	-1.4	-4	20	-3	0.7	-7	98	101
CCC(=O)N(C)C(c1ccccc1Cl)c1nnnn1-c1c(C)cccc1C (configuration not stated)	9	-2.6	19	5	-2	-1.7	-4	95	98
COc1ccc(NC(=O)CSc2n[nH]c(C(C)C)n2)c([N+](=O)[O-])c1	0	3.0	13	-6	-10	3.9	-7	80	86
CNC(=O)c1sc(N2N=C3/C(=C/c4ccccc4)CCCC3C2c2ccccc2)nc1C (configuration not stated)	11	0.0	-7	22	3	1.3	.	98	108
O=C(COc1ccc([N+](=O)[O-])cc1)Nc1ccc2c(c1)nc1n2CCOC1	18	0.6	-10	24	1	2.0	-7	104	104
Cn1nnnc1SCC(=O)Nc1ccccc1C(=O)NC1CC1	6	0.3	-4	13	7	0.2	0	112	104
C=CCn1c(CCNC(=O)c2cccs2)n[nH]c1=S	9	0.2	-6	-5	3	-0.9	-1	101	99

Full records, looked up by structure. Values in the order: NALP1 inh	OXTR agonist	GPR7 antagonist	PHOSPHO1 block	MEKK2 mut-MEK5	V1R ag counter	GalR3 antag	MEKK2 WT-MEK5	MEKK3 PB1 HTS
Record of O=C(COc1ccc([N+](=O)[O-])cc1)Nc1ccc2c(c1)nc1n2CCOC1 = 18	0.6	-10	24	1	2.0	-7	104	104
Record of CCC(=O)N(C)C(c1ccccc1Cl)c1nnnn1-c1c(C)cccc1C (configuration not stated) = 9	-2.6	19	5	-2	-1.7	-4	95	98
